Assay outcomes deposited in PubChem by National Center for Advancing Translational Sciences (NCATS).
PTHR1 ag – activates the human parathyroid hormone receptor PTHR1 | Potency, µM (series often up to 115 µM), without a hit: top-dose activation, usual class: activators | HEK293 GP2 PTHR1 cells, GloSensor cAMP luminescence, 1 h | 410,000 tested, 0.075% active; further: potency means the concentration at half of the fitted maximal effect; nearly all actives have a fitted effect of over 55% in size; some results filed as inactive show a strong effect at the top dose; inactives centre near -15; many of its hits are not listed in these tables
Target sequence (Q03431 whole entry, looked up): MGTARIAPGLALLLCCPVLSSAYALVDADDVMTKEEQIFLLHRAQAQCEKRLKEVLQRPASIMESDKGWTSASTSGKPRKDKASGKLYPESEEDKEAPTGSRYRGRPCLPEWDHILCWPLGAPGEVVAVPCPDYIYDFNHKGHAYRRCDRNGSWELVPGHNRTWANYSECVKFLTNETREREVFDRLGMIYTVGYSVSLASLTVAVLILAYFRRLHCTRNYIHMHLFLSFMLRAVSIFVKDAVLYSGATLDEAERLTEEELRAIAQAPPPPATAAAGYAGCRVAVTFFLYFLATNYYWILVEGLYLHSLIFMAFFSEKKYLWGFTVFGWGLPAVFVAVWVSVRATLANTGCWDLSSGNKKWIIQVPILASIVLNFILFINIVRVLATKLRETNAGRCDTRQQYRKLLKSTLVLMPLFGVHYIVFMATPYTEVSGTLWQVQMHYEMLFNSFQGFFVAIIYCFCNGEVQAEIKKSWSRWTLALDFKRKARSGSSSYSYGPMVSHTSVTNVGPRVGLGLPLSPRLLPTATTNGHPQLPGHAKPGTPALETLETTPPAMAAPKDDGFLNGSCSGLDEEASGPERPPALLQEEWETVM
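HEK-293-derived GP2 cells expressing PTHR1 and a GloSensor cAMP reporter, 3,000/well, plated overnight, given luciferin plus IBMX (each 0.5 mM as added) for 1 h at 37 °C, then compound for 1 h at 37 °C. Luminescence was read after 15 min at room temperature.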
DRD3 agonist – agonists of human D3 dopamine receptor; P35462; D3R DiscoveRx beta-arrestin cells, luminescence, 90 min; max activation, %; 410,000 tested, 0.58% active; AID 652048; in the data active means max activation above about 30%; further: 0% is about no effect; mostly tested at two doses, the higher about 12 µM
Target sequence (P35462 whole entry, looked up): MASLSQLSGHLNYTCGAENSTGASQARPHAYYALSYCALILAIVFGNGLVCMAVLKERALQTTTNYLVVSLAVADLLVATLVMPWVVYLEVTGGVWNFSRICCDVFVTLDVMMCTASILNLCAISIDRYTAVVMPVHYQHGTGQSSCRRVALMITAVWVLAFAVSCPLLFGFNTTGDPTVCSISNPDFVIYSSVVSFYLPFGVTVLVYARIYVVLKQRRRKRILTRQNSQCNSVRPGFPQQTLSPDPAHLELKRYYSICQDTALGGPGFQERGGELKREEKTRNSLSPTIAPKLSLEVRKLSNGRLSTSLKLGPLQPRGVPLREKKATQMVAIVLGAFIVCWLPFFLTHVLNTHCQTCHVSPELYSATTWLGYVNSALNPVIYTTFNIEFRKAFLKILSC
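Cells at 1500/well, incubated overnight, then treated with pinned compounds (dopamine as control) for 90 min at 37 degrees C. DiscoveRx reagent added for 30 - 60 minutes at room temperature; luminescence read.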
GLP1R cytotox – cytotoxic in the GLP-1 receptor inverse agonist counter-screen. 410,000 tested, 0.13% active. HEK293 cAMP-luciferase reporter cells, luminescence, 24 h. Potency, µM (doses to about 38.3 µM), inactives show at the top dose activity change, negative = inhibition, actives largely listed as inhibitors;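 further: loss of luciferase light is scored as toxicity; potency means the concentration at half of the fitted maximal effect; on the % scale 0 is the no-effect control and ±100 the full control effect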
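Luminescence readout: signal drop marks cytotoxicity. Plated cells grew 12 h at 37 °C, 5% CO2, received 23 nL compound for 24 h, then got luciferase reagent, read after 12 min at RT.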
D3 antag – D3 dopamine receptor (human) antagonism | P35462 | D3R cells, DiscoveRx beta-arrestin luminescence, antagonist mode; active compounds read low | max response, negative = inhibition, % | 360,000 tested, 2.5% active | AID 652054; in the data active means max response below about -50%; inconclusive means no clear call, values can overlap the other calls; further: on the % scale 0 is the no-effect control and ±100 the full control effect; mostly tested at two doses, the higher about 12 µM
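Cells plated overnight at 1500 cells/well, then exposed to library compounds with dopamine controls for 90 minutes at 37 degrees C. DiscoveRx reagent added for 30–60 minutes at room temperature; luminescence read, quantitative HTS format.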
KB-V1 MDR tox – KB-V1 MDR subline cytotoxicity. KB-V1 MDR cells viability, CellTiter-Glo, 72 h. 400,000 tested, 3.4% active. Potency, µM (highest dose often 46.1 µM), inactives show top-dose activity change, negative = cytotoxicity, hits mostly cytotoxic; further: potency means the concentration at half of the fitted maximal effect; on the % scale 0 is the no-effect control and ±100 the full control effect; nearly all actives have a fitted effect of over 60% in size
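qHTS viability screen in drug-selected KB-V1 MDR cells: 72 h compound treatment at 37 degrees C, ATP luminescence end point.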
TDP43 rescue – TDP-43 toxicity inhibition in yeast | TDP-43 expressing yeast growth rescue, BacTiter-Glo, 24 h | Potency, µM (doses to about 46.1 µM), without a hit: at the top dose growth rescue (activation), usual class: activators | 410,000 tested, 1.8% active | AID 652104; further: potency means the concentration at half of the fitted maximal effect; % of control where 0% means no effect; nearly all actives have a fitted effect of over 50% in size
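Yeast cells expressing TDP-43 under galactose induction are exposed to compounds for 24 hr at 30 deg C. BacTiter-Glo luminescence measures growth, so protective compounds score as activators.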
GLP-1R inv ag – inverse agonists of human GLP-1 receptor | P43220 | HEK293 GLP-1R CRE-luciferase, luminescence, 24 h; GLP-1R form is constitutively active | Potency, µM (highest dose often 38.3 µM), inactives show top-dose activity change, negative = inhibition, usual class: inhibitors | 410,000 tested, 1.6% active; further: potency means the concentration at half of the fitted maximal effect; on the % scale 0 is the no-effect control and ±100 the full control effect; nearly all actives have a fitted effect of over 55% in size
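qHTS in 1536-well format: reporter HEK293 cells expressing constitutive GLP-1R activity in DMEM + 10% Nu serum, 24 hr with compounds at 37 deg C, luminescence read after 12 min with detection reagent.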
GLP1R ag – activates the human GLP-1 receptor; Potency, µM (titrated, usually from 45.6 µM), for the others: top-dose activation, most hits filed as activators; AID 624172; 380,000 tested, 0.007% active; HEK293 GLP-1R CRE-luciferase, luminescence, 4-6 h; cells express a hypersensitive GLP-1R form; further: potency means the concentration at half of the fitted maximal effect; % of control where 0% means no effect
aSyn rescue – rescues yeast growth from alpha-synuclein toxicity; Potency, µM (series often up to 46.1 µM), for inactives: top-dose growth rescue (activation), actives largely listed as activators; AID 652106; Yeast expressing alpha-synuclein, growth rescue, BacTiter-Glo, 24 h; 370,000 tested, 0.14% active; further: potency means the concentration at half of the fitted maximal effect; % of control where 0% means no effect; nearly all actives have a fitted effect of over 65% in size
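Screening used galactose-induced yeast with toxic alpha-synuclein levels, exposed to compound for 24 hr at 30 deg C. Cell growth, read with BacTiter-Glo luminescence, gave the measured signal.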
* marks the source's active call; other numbers are inactive results; i = inactive; ? = inconclusive; . = not tested or not shown; [ ] = remark or other dose. Unless noted, the call rests on the fitted dose curve; in most records, active means well fitted curve in the direction sought with a large enough effect; inconclusive means small, poorly fitted or top-dose-only effect, or another doubt; inactive means no such curve, though single readings can be large; an effect the other way counts as inactive or inconclusive.

1	CC(C)c1ccc(S(=O)(=O)c2nnn3c2nc(N2CCCCC2)c2sccc23)cc1
2	Cc1c(Cl)c([N+](=O)[O-])nn1CCCC(=O)Nc1ccc(Cl)cc1Cl
3	CCc1ccc(Oc2coc3cc(O)ccc3c2=O)cc1
4	Cc1ccc(NS(=O)(=O)c2cc(OCC(N)=O)c(C)cc2Cl)cc1C
5	O=C(N=C1SC2CS(=O)(=O)CC2N1c1ccccc1C(F)(F)F)C1CCCO1 (stereo not drawn)
6	Cc1ccc(O)c(C2=Nc3ccccc3N=C(c3ccc([N+](=O)[O-])cc3)C2)c1
7	Cc1ccc(CNC(=O)C(=O)NCC2CCCO2)cc1 (stereo not drawn)
8	CC1(c2nnnn2Cc2ccccc2)CCC(=O)N1c1ccc(N2CCOCC2)cc1 (stereo not drawn)

compound no. | 1 | 2 | 3 | 4 | 5 | 6 | 7 | 8
aSyn rescue | . | 13% | -5% | 5% | 2% | 0% | -14% | 2%
GLP-1R inv ag | 16% | ? | 3% | -12% | 5% | 17% | 4% | 2%
DRD3 agonist | 1 | -14 | 1 | 1 | 2 | -1 | -6 | 4
GLP1R cytotox | 1% | 9% | -3% | 9% | 0% | 88%[activator] | -1% | 0%
GLP1R ag | . | 17% | 4% | 27% | -6% | 1% | -2% | 13%
TDP43 rescue | 15% | ? | 12% | 3% | 14% | 4% | -2% | 7%
D3 antag | . | -6 | -3 | 3 | -4 | -19 | 0 | 1
KB-V1 MDR tox | 11% | ? | 3% | -26% | 4% | -29% | 3% | -7%
PTHR1 ag | i | -36%[inhibitor] | -29% | -32%[inhibitor] | -20% | -20% | i | 7%

9	CC(=O)N1c2ccc(S(=O)(=O)NC(CC(=O)O)c3ccc(Br)cc3)cc2CC1C (stereo not drawn)
10	CCOC(=O)C1CCN(C(=O)C2CCC(=O)N(Cc3cccc(C(F)(F)F)c3)C2)CC1 (stereo not drawn)
11	COc1ccc(/C(N)=N/OC(=O)c2cccc([N+](=O)[O-])c2C)cc1
12	CC(=O)Nc1ccc2c(c1)nc1n2CCN(C2CCCCC2)C1
13	O=C(Cc1ccccc1[N+](=O)[O-])NCCc1ccc(F)cc1
14	COCC(C)n1c(SCC(=O)NC2CCCCC2C)nc2ccccc2c1=O (stereo not drawn)
15	COc1ccc(NS(=O)(=O)c2cccc(C(=O)NNC(=O)CNC(=O)c3ccccc3F)c2)cc1
16	O=C(Cc1ccc(F)cc1)OCC(=O)c1cc2ccccc2o1

compound no. | 9 | 10 | 11 | 12 | 13 | 14 | 15 | 16
aSyn rescue | -3% | 5% | -3% | -4% | 9% | 2% | -1% | 1%
GLP-1R inv ag | 16% | -11% | -7% | -13% | 10% | ? | 8% | 11%
DRD3 agonist | 1 | 1 | 2 | 7 | 2 | 0 | -2 | -15
GLP1R cytotox | -1% | -3% | 5% | 9% | 1% | -1% | -8% | 3%
GLP1R ag | -1% | 1% | 13% | 0% | -6% | 1% | -12% | 1%
TDP43 rescue | 10% | 10% | 7.1µM* | 0% | 23% | 0% | 13% | ?
D3 antag | -10 | 2 | 10 | 5 | 4 | 17 | -14 | 0
KB-V1 MDR tox | 27% | -27% | 4% | -1% | 12% | -21% | 1% | 14%
PTHR1 ag | -13% | i | i | i | i | -2% | i | i

17	Cc1cccc(C)c1NC(=O)CCCSc1nnc(-c2ccco2)n1-c1ccccc1
18	COc1cc2c(cc1OC)-c1cc(OCc3cccnc3)nc(=O)n1CC2
19	O=C(CSc1ccc2nnc(-c3ccncc3)n2n1)Nc1ccc2c(c1)OCCO2
20	CCn1c(C)nc2cc(C(=O)NNC(=O)[C@@H](NC(=O)c3cc(OC)cc(OC)c3)C(C)C)ccc21
21	COc1ccc(C(=O)Nc2cc(C)ccc2NC(=O)COc2ccccc2)cc1
22	CN1CCN(C(=S)c2cn(Cc3ccccc3F)c3ccccc23)CC1
23	Cn1c(-c2ccc3c(c2)OCO3)cc(=O)c2ccccc21
24	O=C(CN1C(=O)NC2(CCCC2)C1=O)Nc1ccccc1N1CCCC1

compound no. | 17 | 18 | 19 | 20 | 21 | 22 | 23 | 24
aSyn rescue | 11% | -4% | -2% | -1% | 8% | -2% | -7% | 0%
GLP-1R inv ag | ? | 165%[activator] | 4% | -6% | -18% | ? | 33%[activator] | 6%
DRD3 agonist | 0 | -2 | -4 | -7 | 5 | -14 | -24 | 2
GLP1R cytotox | -6% | 68%[activator] | -6% | -2% | -18% | 0% | 2% | 1%
GLP1R ag | -1% | ? | 10% | 2% | -9% | 22% | 7% | -1%
TDP43 rescue | 3% | -9% | -24% | -14% | 7% | 4% | -4% | 15%
D3 antag | -9 | 18 | -59* | 20 | 6 | -19 | -12 | 13
KB-V1 MDR tox | -15% | -17% | 8% | 0% | -3% | 15% | -7% | 29%
PTHR1 ag | i | -4% | 21% | i | -4%[57.5 µM] | -25% | -45%[inhibitor] | i

25	Cc1ccc(NC(=O)CCc2c(C)nc3c(-c4ccccc4)c(C)nn3c2C)c(C)c1
26	CCc1ccc(N/C(SCc2ccccc2C)=C(/C#N)C(=O)NCc2ccco2)cc1
27	CCOc1cc(C(=S)N2CCOCC2)ccc1OS(=O)(=O)c1ccc(Br)cc1
28	CC(N=C1NS(=O)(=O)c2ccccc21)C(=O)NCc1ccncc1 (stereo not drawn)
29	CC(=O)Nc1cccc(NC(=O)CSc2nnc3ccc(-c4cccnc4)nn23)c1
30	N#Cc1ccsc1NC(=O)COC(=O)c1cc(Br)ccc1O
31	Cc1cccc(-n2ncc3c(NCc4ccccn4)ncnc32)c1
32	CCCCN(CC)C(=O)CSc1nc2n[nH]c(C)c2c(=N)n1-c1cccc(Cl)c1

compound no. | 25 | 26 | 27 | 28 | 29 | 30 | 31 | 32
aSyn rescue | . | 5% | -13% | -4% | -2% | -3% | 13% | .
GLP-1R inv ag | 7% | ? | ? | 24% | 30%[activator] | 16% | -6% | 1%
DRD3 agonist | 4 | -4 | 7 | -13 | -3 | -2 | 3 | 4
GLP1R cytotox | 4% | 7% | -12% | -10% | 10% | -8% | -22% | -6%
GLP1R ag | 0% | 0% | 15% | 5% | 8% | 7% | 1% | .
TDP43 rescue | 16% | 2% | 0% | -11% | -30% | -9% | 21% | 9%
D3 antag | . | 12 | -7 | -17 | -19 | 2 | -8 | .
KB-V1 MDR tox | 8% | -30% | -20% | ? | 6% | 3% | 0% | .
PTHR1 ag | -39%[inhibitor] | i | -20% | -16% | -3% | -20% | -17% | i

33	O=C(COC(=O)c1cc(-c2ccc(F)cc2)nc2ccccc12)NCC1CCCO1 (stereo not drawn)
34	CCOC(=O)C1CCCN(C(=O)c2ccc(S(=O)(=O)Nc3ccccc3OC)cc2)C1 (stereo not drawn)
35	CN(Cc1ccccn1)Cc1nc(COc2ccccc2)no1
36	CC(C)c1ccc2occ(CC(=O)N(Cc3ccc(F)cc3)C3CCS(=O)(=O)C3)c2c1 (stereo not drawn)
37	CN1C(=O)C2(OCCCO2)c2ccccc21
38	O=C(CN1C(=O)COc2ccc(S(=O)(=O)N3CCCCCC3)cc21)NCCc1ccccc1
39	O=C(CCn1cnc2onc(-c3ccc(F)cc3)c2c1=O)Nc1ccc(F)c(Cl)c1
40	CCC(C)[C@H](NC(=O)N1CCCC1)C(=O)OC (stereo partly drawn)
41	Cc1ccc2c(c1)c1c3n2CCN(C(=O)C2CC2)C3CCC1 (stereo not drawn)
42	O=S1(=O)c2ccc(Br)cc2N2CCC[C@@H]2CN1C1CC1

compound no. | 33 | 34 | 35 | 36 | 37 | 38 | 39 | 40 | 41 | 42
aSyn rescue | 5% | -2% | -3% | . | -2% | . | . | -3% | 2% | 3%
GLP-1R inv ag | ? | -15% | 1% | ? | -2% | ? | 13µM* | 0% | ? | ?
DRD3 agonist | 6 | 1 | 3 | -13 | -7 | -15 | 4 | 1 | 1 | 4
GLP1R cytotox | -15% | 8% | -6% | ? | -22% | -2% | -10% | 1% | -4% | 12%
GLP1R ag | 21% | 0% | 8% | . | 11% | . | . | -11% | 11% | -4%
TDP43 rescue | 14µM* | -6% | . | -16% | -28% | 24% | 21% | -24% | 28µM* | ?
D3 antag | 11 | 9 | 0 | . | -1 | . | . | 7 | -9 | -7
KB-V1 MDR tox | 0% | 1% | -10% | -7% | 10% | . | . | 10% | -27% | -10%
PTHR1 ag | -17% | -15% | -2% | -26% | i | -19% | -22% | -14% | i | i

Not all compounds are listed, so the mix of outcomes need not match the whole.
